From PubChem BioAssay
GPR55 beta-arrestin: selective activators of receptor GPR55 – imaging, U2OS cells, beta-arrestin-GFP redistribution, primary screen (AID 1961); activation, % at 10 µM, or EC50 in µM where a hit was titrated; 0.048% of 290,000 active; U2OS GPR55 beta-arrestin-GFP redistribution imaging; higher % means a stronger effect;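 active means activation above 40% with more than 50 cells counted in the well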;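 further: U2OS osteosarcoma cells stably expressing GPR55 and beta-arrestin-GFP; plate controls were DMSO negative control for no effect and LPI positive control for full effect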
UTI89 phage lysis: protection from phage-mediated lysis, alamar blue read-out – E. coli UTI89, K1F phage, bacterial capsule biogenesis inhibitors (AID 488966); E. coli UTI89 K1F phage lysis, alamar blue, 2 h; higher % means a stronger effect; inhibition, % at 100 µM; hits with a dose series show IC50 in µM; 0.02% of 340,000 active;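 active means phage lysis inhibition, versus mean bacterial control, above a set limit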;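 further: capsule biogenesis inhibitors block K1F phage lysis so surviving cells raise fluorescence; higher fluorescence means more inhibition of phage lysis; actives were called in the ten point dose series up to 300 µM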
GPR35 antagonists: inhibition of zaprinast-stimulated GPR35 beta-arrestin translocation – imaging, U2OS, beta-arrestin-GFP, zaprinast agonist, primary screen (AID 2058) | U2OS GPR35 beta-arrestin-GFP translocation imaging, zaprinast antagonism; higher % means a stronger effect | inhibition, % at 10 µM, or IC50 in µM where a hit was titrated | 0.052% of 290,000 active;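 active means inhibition of at least 50% with at least 30 cells and total cytoplasm GFP at most 10,000,000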
NTR1 agonist: NTR1-driven beta-arrestin-GFP spot formation – imaging, U2OS cells, high content, primary screen (AID 493036) | activation, % at 20 µM | agonist mode | 0.17% of 330,000 active | P30989;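 active means activation at or above 40% of the spot to cytoplasm intensity ratio, with at least 20 cells analyzed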;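 further: 0% = DMSO without peptide and 100% = 100 nM NTR1 peptide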
Target sequence (P30989 whole entry, looked up): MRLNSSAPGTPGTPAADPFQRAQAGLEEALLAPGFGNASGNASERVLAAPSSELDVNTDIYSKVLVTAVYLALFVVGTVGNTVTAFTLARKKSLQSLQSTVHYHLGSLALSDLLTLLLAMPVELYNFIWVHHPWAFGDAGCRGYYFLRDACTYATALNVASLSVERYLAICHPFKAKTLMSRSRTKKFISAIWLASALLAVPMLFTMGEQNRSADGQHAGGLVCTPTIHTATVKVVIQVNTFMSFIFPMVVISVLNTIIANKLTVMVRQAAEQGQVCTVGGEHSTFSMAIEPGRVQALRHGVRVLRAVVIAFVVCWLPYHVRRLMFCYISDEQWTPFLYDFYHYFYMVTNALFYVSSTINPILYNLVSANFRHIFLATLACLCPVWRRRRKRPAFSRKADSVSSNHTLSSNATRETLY
NS5 inhibitors: flavivirus cap methylation enzyme inhibition – biochemical, confirmation dose response, primary screen (AID 588689) | inhibition, % at 25 µM, or IC50 in µM where a hit was titrated | Dengue-2 NS5 methyltransferase capping enzyme assay, biochemical; higher % means a stronger effect | 0.3% of 340,000 active; in the data active means a potency from the dose series
Siah-1 displacement: blockers of Siah-1 interaction with plectin peptide – biochemical, fluorescence polarization, rhodamine-plectin, uHTS, primary screen (AID 1817); Siah-1 / rhodamine-plectin peptide fluorescence polarization; higher % means a stronger effect; 0.02% of 290,000 active; displacement, % at 20 µM, or IC50 in µM where a hit was titrated;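 active means displacement of at least 50% at 20 µM, with a fluorescence ratio check between 0.3 and a set limit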;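 further: plate controls were Siah plus tracer with DMSO for no effect and tracer alone without Siah for full effect; strong numbers were not always called active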
HIV peptide binding: cell-free HIV fusion peptide-binding blockers – biochemical, uHTS, fluorescence dequenching, primary screen (AID 1986); cell-free peptide binding, fluorescence dequenching, 30 min; higher % means a stronger effect; one-dose inhibition, % at 20 µM; IC50 in µM for titrated hits; 0.3% of 290,000 active; in the data active means inhibition mostly above about 52%, no sharp cut-off; inactive means mostly below about 76%; further: some results filed as inactive read as strong as hits
AID2073: disruptors of CaV2.2 binding to Mint1 – biochemical, HTRF (AID 2073); HTRF protein-protein interaction, Mint1-CaV2.2; higher % means a stronger effect; inhibition, % at 20 µM; hits with a dose series show IC50 in µM; 0.19% of 290,000 active; in the data active means inhibition mostly above about 51%, no sharp cut-off; further: some results filed as inactive read as strong as hits
GPR55 LPI antagonism: GPR55 antagonists blocking LPI-driven arrestin recruitment, primary screen, imaging, U2OS, beta-arrestin-GFP, LPI agonist (AID 2013); U2OS GPR55 beta-arrestin-GFP translocation imaging, LPI antagonism; higher % means a stronger effect; inhibition, % at 10 µM; hits with a dose series show IC50 in µM; 0.13% of 290,000 active;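 active means spots per cell inhibited over 60%, with over 100 cells counted and total cytoplasm intensity under 500,000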;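 further: U2OS cells stably carrying GPR55 and arrestin-GFP stimulated by 5 µM LPI near EC80; imaged beta-arrestin-GFP aggregate spots per cell after agonist stimulation; plate controls were LPI-stimulated DMSO wells for no effect and DMSO wells without LPI for full effect; some results filed as inactive read as strong as hits; confirmed hits need IC50 under 10 µM and bright autofluorescent wells are also inconclusive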
NTR1 agonist cell count 20 µM: also measured in NTR1 agonist; calls as there; cell count; measured here: cell count, cytotoxicity flag
Active calls of the source: *; . = no result given; [ ] = another dose, or the depositor's remark.

Values in the order – AID2073, GPR55 LPI antagonism, GPR35 antagonists, GPR55 beta-arrestin, HIV peptide binding, NTR1 agonist cell count 20 µM, NS5 inhibitors, Siah-1 displacement, UTI89 phage lysis, NTR1 agonist
Cc1ccc(NC(=O)c2ccc3c(c2)N(CC(=O)NC(C)C)C(=O)C(C)(C)O3)cc1
  1.4%, 11.4%, 11.3%, -0.2%, 0.2%, 57, 0.8%, -6.2%, 2.1%, -1.4
CCNC(=S)NNC(=O)c1cc(C)on1
  -26.1%, 23.8%, 9.3%, -0.1%, 0.9%, 49, -12.8%, 5.1%, 1.2%, 5.0
CCC(=O)c1ccc(OCC(=O)Nc2ccccc2N2CCCCC2)cc1
  9.3%, 15.7%, 5.5%, 0.1%, 1.3%, 60, -6.7%, -1.9%, -0.1%, 3.4
NC(=O)c1ccc2c(=O)n3c(-c4cccs4)csc3nc2c1
  14.3%, 5.9%, 9.6%, 0.7%, -1.9%, 58, -4.9%, 3.2%, 0.6%, -1.2
CCOc1ccc(Cl)cc1S(=O)(=O)N1CCC(C(=O)NCc2ccccn2)CC1
  -6.9%, 1.5%, -4.1%, 0.2%, 1.5%, 47, 0.9%, -0.4%, 0.6%, -1.8
Cc1ccc(C(=O)CN(C(=O)c2ccc(Cl)cc2)N2C(=O)c3ccccc3C2=O)cc1
  -7.6%, 17.7%, -17.6%, 0.5%, -3.2%, 56, -8.0%, -1.9%, 1.8%, -0.8
COC(=O)/C=C/CSC1=N/C(=C/c2ccc(-n3cncn3)cc2)C(=O)N1
  -4.7%, -4.4%, 9.9%, -0.1%, 0.9%, 41, -3.2%, -3.8%, 0.1%, 7.0
COc1c(Br)cc2c(C)c(C(=O)N3CCOCC3)oc2c1Br
  5.9%, 8.4%, -7.3%, -0.1%, -1.5%, 62, ., 2.3%, ., 2.9
CC1C2C(c3ccccc3)N(C)C(=O)N(C)C2N(C)C(=O)N1C (configuration not stated)
  1.7%, -1.5%, 14.5%, -0.2%, 1.2%, 39, 25.2%, 1.2%, 0.0%, 1.8
CCn1cc(C(=O)N2CCN(c3ccc(C(C)=O)cc3)CC2)c2cc(OC)c(OC)cc2c1=O
  -10.0%, -1.7%, 8.3%, -0.2%, -0.5%, 54, 4.6%, 0.4%, 0.2%, 3.2
O=C(NCC12CC3CC(CC(C3)C1)C2)c1nn2c(c1Cl)NC(c1ccco1)CC2C(F)(F)F (configuration not stated)
  -0.7%, -22.8%, 14.1%, -0.1%, 2.0%, 50, -13.8%, -3.1%, -1.5%, 18.2
O=C(O)c1cc(-c2ccco2)nc2ccccc12
  -11.5%, -19.2%, -10.1%, 0.3%, 0.1%, 65, 9.6%, -5.2%, -1.6%, -0.7
Cc1ccc(C(=O)NCCCNC(=O)c2ccccc2F)cn1
  4.2%, 12.0%, -3.1%, 0.5%, -0.4%, 49, -11.6%, -2.1%, 0.6%, 0.2
CC1CN=C(N(C(=O)Nc2ccccc2)C(C)c2ccccc2)S1 (configuration not stated)
  -10.5%, 15.6%, -5.6%, -0.1%, -0.2%, 56, 9.2%, 0.2%, -2.5%, 0.6
O=C(Cn1nc(-c2ccccc2)ccc1=O)N1CCCCC1
  33.7%, -10.2%, 9.7%, -0.1%, -0.8%, 79, -1.3%, -1.3%, 0.1%, 0.3
CCN(CC)S(=O)(=O)c1ccc2oc(C(=O)NCC3COc4ccccc4O3)c(C)c2c1 (configuration not stated)
  -2.9%, 4.1%, -8.8%, -0.1%, -0.7%, 91, 1.6%, 0.4%, 0.8%, -1.3
COc1ccc(CNC(=O)CN(Cc2ccco2)C(=O)CNS(=O)(=O)c2ccc(C)cc2)cc1
  6.4%, 5.1%, -8.7%, -0.2%, -1.0%, 56, -2.4%, 1.9%, 0.1%, -1.4
Cc1cccc(Nc2nc3c(S(=O)(=O)c4ccccc4)nnn3c3ccccc23)c1
  -3.9%, 13.1%, ., -0.3%, -0.9%, 55, -2.9%, 13.6%, 2.9%, 2.8
CCN(c1ccc(NC(=O)COC(=O)c2cccs2)cc1)C(C)C
  -28.2%, 9.9%, -10.0%, -0.1%, 3.3%, 77, 0.0%, 2.0%, 1.7%, 4.0
CCOC(=O)CSc1nnc(CSc2nc(N)c3c(C)c(C)sc3n2)n1-c1ccccc1
  -6.7%, 5.0%, -7.5%, -0.2%, 1.7%, 48, -9.1%, -5.5%, 3.3%, 4.6
COC(=O)C(N)Cc1ccc(OC)c([N+](=O)[O-])c1 (configuration not stated)
  -3.7%, 8.3%, 13.9%, -0.2%, 1.4%, 41, 0.8%, 3.2%, 0.5%, 0.3
O=C(CN1C(=O)NC2NC(=O)NC21)N/N=C/c1ccc(F)cc1 (configuration not stated)
  15.4%, 6.5%, -9.7%, 0.2%, -0.8%, 39, -10.1%, -1.9%, 0.2%, 0.1
O=C(c1ccccc1-c1nc(-c2ccc(F)cc2)no1)N1CCCC1
  -2.9%, 0.5%, -20.3%, 0.2%, 0.3%, 51, -6.1%, -2.4%, 0.0%, -0.8
O=C(COC(=O)CCOc1ccccc1)NCc1ccco1
  66.8%, 8.2%, 18.4%, -0.2%, -2.6%, 42, 4.8%, 21.9%, 0.0%, -0.4
c1ccc(C(Cc2nc(-c3ccccn3)no2)c2ccccc2)cc1
  -5.0%, 3.2%, -8.8%, -0.1%, 0.6%, 41, -0.7%, -2.7%, -1.8%, 4.9
CCOc1ccc(C(=O)Nc2cc3c(cc2N2CCCC2)n(CC)c(=O)n3CC)cc1OCC
  -12.5%, -1.8%, -11.1%, 0.3%, 0.8%, 75, 12.2%, -2.3%, -0.5%, 4.5
O=C(CCC1(C(=O)O)CCC(=O)NC1)NCc1ccccc1 (configuration not stated)
  -5.2%, -19.9%, -8.5%, 1.5%, -3.5%, 45, -4.2%, -1.7%, 6.8%, 1.0
Cc1cc(Sc2nc(NC(C)C)nc(NC(C)C)n2)nc(Cl)n1
  -0.2%, 3.8%, -3.3%, -0.5%, -0.6%, 53, -6.1%, -0.4%, 2.4%[50 µM], 1.9
CCOC(=O)C1(Cc2cccc(F)c2)CCN(CCCn2cccn2)CC1
  -9.3%, 12.3%, 13.0%, -0.1%, -1.3%, 50, -7.0%, 3.7%, 1.6%[50 µM], -1.2
CCn1c(O)c(N=Nc2ccc3ccccc3n2)c2ccccc21
  42.9%, 11.4%, -0.2%, 0.5%, 3.2%, 47, 2.3%, 10.3%, -0.1%, 6.1
CCN(CC)S(=O)(=O)c1ccc(N2CCCC2)c(NC(=O)C2CCCCC2)c1
  9.3%, 1.6%, -7.6%, 0.7%, -1.6%, 57, -9.3%, 7.7%, 0.3%, 0.2
COc1ccc(NC(=O)CSc2nnc(NC(=O)C3CC3)s2)cc1OC
  10.1%, 4.2%, -8.0%, -0.1%, 1.4%, 46, -6.0%, 5.3%, 1.0%, 0.3
COc1ccc(C(=O)NC(C)c2nnc(SCC(=O)NC3CCCC3)n2C)cc1 (configuration not stated)
  1.0%, -4.3%, 14.6%, 0.0%, 1.1%, 52, -1.6%, -6.0%, 0.4%, -0.9
CSCCC(NS(=O)(=O)c1ccc2[nH]c(=O)c(=O)[nH]c2c1)C(=O)O (configuration not stated)
  1.2%, 1.2%, 14.0%, -0.2%, -0.6%, 73, -5.2%, -0.3%, 0.0%, -1.7
O=c1cc(-c2ccccc2)[nH]n1-c1nc2ccccc2s1
  12.1%, -4.3%, 20.1%, -0.2%, 3.8%, 60, 22.9%, -2.6%, 0.5%, 1.2
Cc1ccc(Cl)cc1N1CCN(C(=O)CCS(=O)(=O)c2cccc3nonc23)CC1
  1.6%, 1.1%, -16.3%, -0.1%, -0.6%, 59, -2.5%, 3.8%, 1.5%[50 µM], 5.0
Cc1nnc(SCCn2c(N3CCN(C)CC3)nc3c2c(=O)[nH]c(=O)n3C)s1
  1.2%, 3.3%, -0.6%, -0.1%, -1.3%, 85, -6.5%, 2.0%, 0.1%, -0.4
O=C(CCSCCc1ccccn1)Nc1c(F)c(F)c(F)c(F)c1F
  16.4%, 1.8%, 0.9%, 0.2%, 2.8%, 37, 4.3%, 10.4%, 5.5%, -0.2
CCOC(=O)c1cnc2c(C(=O)OC)cccc2c1NCc1cccnc1
  6.6%, 6.0%, 5.4%, -0.1%, -0.8%, 102, 4.6%, -5.9%, 1.2%, -0.6
O=[N+]([O-])c1ccc(N2CCCCC2)s1
  1.4%, 8.2%, -4.3%, -0.3%, 6.8%, 95, -25.4%, -3.1%, 0.1%, -1.5

2 compounds from above with just AID2073 and GPR55 LPI antagonism:
Molecule,AID2073,GPR55 LPI antagonism
O=C(CCC1(C(=O)O)CCC(=O)NC1)NCc1ccccc1 (configuration not stated),-5.2%,-19.9%
c1ccc(C(Cc2nc(-c3ccccn3)no2)c2ccccc2)cc1,-5.0%,3.2%

Additional compounds
Values in the order – AID2073, GPR55 LPI antagonism, GPR35 antagonists, GPR55 beta-arrestin, HIV peptide binding, NTR1 agonist cell count 20 µM, NS5 inhibitors, Siah-1 displacement, UTI89 phage lysis, NTR1 agonist
CC(C)Cc1cc(C(=O)N(C)C2CCCN(Cc3ccccc3F)C2)n(C)n1 (configuration not stated)
  -0.2%, -15.1%, -11.1%, -0.2%, -2.0%, 63, 0.9%, 0.4%, 0.1%, 3.0
Cc1ccc(C)c(CSc2nnc(-c3cccnc3)o2)c1
  1.6%, 2.6%, 0.1%, 0.1%, 1.8%, 71, -0.7%, 2.5%, 0.2%, 4.6
Cc1ccc(S(=O)(=O)N(CC(=O)Nc2ccccc2C(=O)O)c2ccccc2)cc1
  10.4%, -13.3%, -2.1%, -0.2%, 10.7%, 31, 3.7%, 5.6%, -1.1%, 1.5
O=C(CCCn1cnc([N+](=O)[O-])n1)Nc1ccc(Cl)cc1Cl
  7.6%, -1.5%, -3.9%, -0.3%, -3.1%, 39, -7.8%, -2.4%, 0.9%[50 µM], 0.7
O=c1ccc(NS(=O)(=O)c2ccccc2)cn1Cc1ccc(Cl)c(Cl)c1
  -0.2%, -6.6%, 8.4%, 0.3%, 20.5%, 101, 10.5%, 1.2%, -0.1%, 7.0
CCOc1ccccc1C1CC(c2cccs2)=NN1S(C)(=O)=O (configuration not stated)
  3.5%, -3.3%, -9.4%, 0.6%, -0.6%, 53, ., -1.7%, ., -1.3
N/C(Cc1nc(-c2ccc(Br)cc2)cs1)=N\O
  -1.8%, 3.3%, 6.5%, -0.3%, -1.2%, 48, -17.1%, -0.8%, 0.1%, 1.0
